Apaf1 inhib: inhibitors of human Apaf-1 apoptosome, primary screen, biochemical, DEVD-Rh110 fluorescence, uHTS; Apoptotic protease-activating factor 1 (Homo sapiens), O14727; reconstituted apoptosome caspase-3 activity; inhibition, % at 20 µM; hit rate 0.71% among 330,000; AID 489030, 2010; active = inhibition of at least 40% at 20 µM;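 note: plate controls were DMSO wells for no effect and DEVD-CHO caspase inhibitor wells for full effect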
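detection = Rh110 fluorescence intensity | test system = biochemical Apaf-1 apoptosome reconstitution | also added = cytochrome c and DEVD-Rh110 substrate | schedule = 30 min plus 50 min, RT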
SENP8 inh: SENP8 protease inhibitors, primary screen, biochemical, luminescence; inhibition, % at 10 µM; hit rate 1.2% among 330,000; purified SENP8, Z-RLRGG-aminoluciferin cleavage; Sentrin-specific protease 8 (Homo sapiens), Q96LD8
Target sequence (Q96LD8 whole entry, looked up): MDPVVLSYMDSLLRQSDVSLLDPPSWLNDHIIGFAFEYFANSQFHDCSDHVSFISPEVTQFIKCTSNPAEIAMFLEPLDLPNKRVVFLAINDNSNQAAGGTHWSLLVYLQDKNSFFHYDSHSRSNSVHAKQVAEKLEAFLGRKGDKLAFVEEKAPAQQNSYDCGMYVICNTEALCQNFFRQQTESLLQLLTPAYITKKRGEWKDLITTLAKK
Jurkat NFkB inh: inhibitors of induced NF-kB luciferase reporter, primary screen, TCR NF-kB activation inhibitor project, cell-based, luminescence, uHTS; hit rate 0.53% among 330,000; Jurkat, PMA/ionomycin-induced NF-kB luciferase reporter; inhibition, % at 4 µM
EBI2 antag: EBI2 receptor antagonists, beta-arrestin recruitment, primary screen, cell-based, luminescence, 7a,25-OHC stimulation, uHTS. inhibition, % at 5 µM. 7a,25-OHC stimulated. hit rate 0.81% among 360,000; in the data active = inhibition above about 38%;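 note: enzyme fragment complementation signal reports receptor beta-arrestin coupling in cells; 0% = agonist plus DMSO wells and 100% = wells without agonist; some results beyond the cut were filed as inactive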
Target sequence (P32249 whole entry, looked up, the tested form may be a part): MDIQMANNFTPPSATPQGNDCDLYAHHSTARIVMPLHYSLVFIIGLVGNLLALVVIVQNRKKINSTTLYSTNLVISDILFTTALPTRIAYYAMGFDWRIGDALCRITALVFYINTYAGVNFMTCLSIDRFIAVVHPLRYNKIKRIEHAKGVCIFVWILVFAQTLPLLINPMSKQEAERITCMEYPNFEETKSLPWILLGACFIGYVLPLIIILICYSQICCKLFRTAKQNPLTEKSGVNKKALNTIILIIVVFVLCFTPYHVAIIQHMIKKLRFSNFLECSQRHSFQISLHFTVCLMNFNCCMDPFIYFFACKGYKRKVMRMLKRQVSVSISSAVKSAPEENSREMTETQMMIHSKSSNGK
697 NFkB inh: inhibitors of PMA/ionomycin-induced NF-kB reporter, 697 cells, primary screen, B-cell NF-kB inhibitor project, cell-based, luminescence, uHTS; 697 B-cell NF-kB luciferase reporter, 16 h; inhibition, % at 4 µM; hit rate 0.33% among 330,000; in the data active = inhibition above about 35%
UBC13 inh: UBC13 polyubiquitin chain formation inhibitors, primary screen, biochemical, TR-FRET, uHTS; inhibition, % at 20 µM; hit rate 0.47% among 330,000; in the data active = inhibition above about 45%, passing the limit was not always enough; inconclusive = no clear call, values can overlap the other calls
Target sequence (P61088 whole entry, looked up): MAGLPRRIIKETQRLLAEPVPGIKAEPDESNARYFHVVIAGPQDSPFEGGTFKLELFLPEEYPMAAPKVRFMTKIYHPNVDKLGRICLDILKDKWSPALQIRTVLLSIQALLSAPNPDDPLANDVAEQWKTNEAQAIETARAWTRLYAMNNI
Gli-Sufu block: Gli-Sufu pathway antagonists, primary screen, luciferase luminescence, Sufu-KO-LIGHT cells, uHTS; Sufu-KO-LIGHT fibroblasts, Gli luciferase reporter luminescence; inhibition, % at 5 µM; hit rate 0.74% among 340,000; AID 588413, 2011;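 active = inhibition above about 55%, limit read from the data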;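 note: 0% = DMSO-treated cells and 100% = wells with medium but no cells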
CCR6 antag: CCR6 receptor antagonists, primary screen, cell-based, CHO-K1, luminescence, beta-arrestin, uHTS. AID 493098, 2011. CHO-K1 CCR6 PathHunter beta-arrestin, CCL20-stimulated. C-C chemokine receptor type 6 (Homo sapiens), P51684. inhibition, % at 20 µM. hit rate 0.49% among 340,000;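 active = compounds whose inhibition of the agonist-driven luminescence signal at 20 µM reaches about 50%, limit read from the data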;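 note: cells stimulated with CCL20 at 14 nM final; plate controls were DMSO with CCL20 for no effect and DMSO without agonist for full effect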
An asterisk follows results filed as active; u = inconclusive; x = not tested or not shown; & = joins results of further samples. Cut-off read from the data, not from the text of the source, unless noted: active = inhibition above about 50%; inactive = the rest. Only part of the results is shown; count on the stated rates, not on these rows.

SMILES	Apaf1 inhib	SENP8 inh	Jurkat NFkB inh	EBI2 antag	697 NFkB inh	UBC13 inh	Gli-Sufu block	CCR6 antag
O=C(Nc1ccc(Cl)cc1)Nc1nnc(CSc2ccc(Cl)cc2)s1	15	-2	2	-10	16	-5	34	3
C=CCN(C(=O)CSc1nc2ccsc2c(=O)n1Cc1ccccn1)c1ccccc1	10	3	-12	2	-6	-1	-6	24
Cc1ccc2[nH]c(=O)c3cc(C(=O)N(C)Cc4ccco4)sc3c2c1	27	-10	-11	5	-6	14	1	9
Cc1ccc(-c2cc(C(=O)Nc3nccs3)c3ccccc3n2)c(C)c1	-2	0	-3	-32	4	0	-1	13
O=C1CCCC(O)=C1C=NCCc1ccccc1	-7	-2	-19	-3	24	12	0	-6
Nc1ncn(-c2ncc(C(F)(F)F)cc2Cl)n1	4	0	-1	-7	12	3	3	-3
COc1ccc(F)cc1S(=O)(=O)NC1CCCCCC1	4	-3	-7	-6	-45	-10	-10	9
CC(C)(C)OC(=O)C[C@H]1C/C=C\C[C@H](CC(=O)N[C@H](CO)Cc2ccccc2)C(=O)N[C@H](Cc2ccccc2)COC1=O	10	0	-8	7	-13	17	0	13
CC(=O)c1c(C)[nH]c(C(=O)OCC(=O)Nc2cc(S(=O)(=O)N3CCCC3)ccc2Cl)c1C	6	-4	17	1	-22	10	24	3
COc1ccccc1CCC(=O)OCC(=O)NC1CC1	-7	-7	11	4	-8	0	-4	6
CN(C)CCN1C(=O)C2C3C=CC(C3)C2C1=O (centres undefined)	-12	-11	7	-9	15	6	-9	10
CC1(C)CC(=O)C=C(NCc2ccc(Cl)c(Cl)c2)C1	-12	-8	3	2	17	11	34	15
CCOc1ccc(/C=N/NC(=O)c2cc3c(OC)cc(OC)cc3[nH]2)cc1OC	0	-3	-9	-20	4	-4	-1	-14
Cc1cc2oc(C(=O)N(Cc3ccccc3)C3CCS(=O)(=O)C3)cc(=O)c2cc1Cl (centres undefined)	4	3	10	-1	9	11	3	-11
COc1ccc(S(=O)(=O)N2CCOC2CNC(=O)C(=O)NCc2ccncc2)cc1 (centres undefined)	-6	2	6	8	3	8	-4	0
CCOc1ccc(-n2c(=S)sc3c(=O)[nH]c(SCC(=O)NC(C)CC)nc32)cc1 (centres undefined)	1	0	-6	-5	-6	-19	1	-4
C/C(=N\N1CCN(c2ccc(Cl)cc2)CC1)c1cccs1	3	-10	-20	0	-17	-18	2	11
CC1CCCC(NC(=O)CNC(=S)N(Cc2ccccc2)Cc2cccs2)C1C (centres undefined)	27	5	-14	5	-9	-10	25	-6
CCC(C(=O)NCCCc1ccccc1)n1nc(C)c2c(C)n(-c3ccccc3)nc2c1=O (centres undefined)	-1	1	20	1	-11	3	2	22
CCOc1ncccc1C(=O)OCC(=O)Nc1cc(S(=O)(=O)N2CCOCC2)ccc1Cl	1	-5	9	1	-8	-5	-19	3
O=C(Nc1ccc2c(c1)OCO2)c1cc(-c2ccncc2)nc2ccccc12	1	-6	5	-5	-13	-1	-11	-5
Cc1cc(N2CCN(C)CC2)nc2ccc(NC(=O)c3ccccc3F)cc12	-14	-4	-54	-9	-21	-5	-57	13
CCOc1ccc(NC(=O)CCN2C(=S)NC(C)(C)CC2C)cc1 (centres undefined)	-10	6	-5	0	7	-2	-11	-3
Cc1cccc(-n2c(Cc3cc(=O)[nH]c(=O)[nH]3)nnc2SCC(=O)Nc2cccc(C(F)(F)F)c2)c1	5	-1	1	-3	11	-2	-7	0
Cc1cccnc1NC(=O)c1csnn1	8	-7	-4	4	-27	0	3	5

Ordered by formula weight (largest number first): part of the list above.
SMILES	Apaf1 inhib	SENP8 inh	Jurkat NFkB inh	EBI2 antag	697 NFkB inh	UBC13 inh	Gli-Sufu block	CCR6 antag
CCOc1ncccc1C(=O)OCC(=O)Nc1cc(S(=O)(=O)N2CCOCC2)ccc1Cl	1	-5	9	1	-8	-5	-19	3
C=CCN(C(=O)CSc1nc2ccsc2c(=O)n1Cc1ccccn1)c1ccccc1	10	3	-12	2	-6	-1	-6	24
Cc1cc2oc(C(=O)N(Cc3ccccc3)C3CCS(=O)(=O)C3)cc(=O)c2cc1Cl (centres undefined)	4	3	10	-1	9	11	3	-11
COc1ccc(S(=O)(=O)N2CCOC2CNC(=O)C(=O)NCc2ccncc2)cc1 (centres undefined)	-6	2	6	8	3	8	-4	0
CCOc1ccc(/C=N/NC(=O)c2cc3c(OC)cc(OC)cc3[nH]2)cc1OC	0	-3	-9	-20	4	-4	-1	-14
Cc1ccc(-c2cc(C(=O)Nc3nccs3)c3ccccc3n2)c(C)c1	-2	0	-3	-32	4	0	-1	13
O=C1CCCC(O)=C1C=NCCc1ccccc1	-7	-2	-19	-3	24	12	0	-6

The listing picks up, repeating the 2 entries before the break.
SMILES	Apaf1 inhib	SENP8 inh	Jurkat NFkB inh	EBI2 antag	697 NFkB inh	UBC13 inh	Gli-Sufu block	CCR6 antag
Cc1cccc(-n2c(Cc3cc(=O)[nH]c(=O)[nH]3)nnc2SCC(=O)Nc2cccc(C(F)(F)F)c2)c1	5	-1	1	-3	11	-2	-7	0
Cc1cccnc1NC(=O)c1csnn1	8	-7	-4	4	-27	0	3	5
O=C(CN1CCCCCC1)Nc1ccc(S(=O)(=O)N2CCCCC2)cc1	6	2	3	-3	-3	4	-15	4
COCCN1CCn2c(nc3cc(NS(C)(=O)=O)ccc32)C1	0	-9	8	-10	4	3	12	2
COc1cccc(/C=C2\N=C3CCCCCN3C2=O)c1	3	-7	-7	-2	-9	2	4	6
c1ccc(OCCCc2nc(-c3cccnc3)no2)cc1	1	-3	15	-7	3	-1	1	16
O=C(COC(=O)c1ccc2c(c1)OCO2)Nc1ccccc1Cl	0	-22	5	-6	9	u	-2	11
CC(C)C(=O)Nc1cccc(-c2nc3ccccc3c(=O)o2)c1	5	2	-8	6	-29	1	-1	-17
CC(C)CNS(=O)(=O)c1ccc(CCC(=O)N2CCN(Cc3ccc4c(c3)OCO4)CC2)cc1	10	-6	8	-6	-87	-9	26	15
O=C(c1ccc(O)cc1)c1ccc(C(=O)O)c(C(=O)O)c1	1	-5	-10	4	16	-6	8	3
NC(=O)COC(=O)c1ccccc1Oc1ccccc1	-6	7	4	5	15	2	-2	0
COc1cc(SC)ccc1C(=O)Nc1cccc(C2OCCCO2)c1	17	-5	-3	-5	-60	7	-18	24
CC(=O)OCCCN1C(=O)c2cccc3cc(Br)cc(c23)C1=O	10	-5	-6	x	-11	-28	x	x
Cc1cc(C)n(-c2ccn(Cc3ccc(Cl)cc3Cl)c(=O)n2)n1	13	3	-2	16	-18	8	2	-6
CCOC(=O)c1c(-c2cccs2)csc1NC(=O)c1ccncc1	2	-3	2	22	-6	36	8	11
O=C(COc1ccc2ccccc2c1)NNC(=O)c1ccc([N+](=O)[O-])cc1	9	3	-1	0	0	-10	-5	0
O=C(NC1(C(F)(F)F)N=C2SCCN2C1=O)c1ccccc1 (centres undefined)	13	0	-6	-10	8	0	5	4
COc1ccccc1OCCSc1nnc(CNC(=O)c2ccco2)n1C	-3	-4	-8	-16	4	-12	6	-2
COc1ccc2cnnc(SCC(=O)Nc3ccccc3)c2c1OC	-13	2	9	5	9	5	4	5
CCOc1ccc(-c2cn3ccccc3n2)cc1[N+](=O)[O-]	-2	-15	-81	1	-45	-5	-50	4
N#Cc1cccc(NC(=O)CSc2n[nH]c(=O)[nH]c2=O)c1	-27	4	1	1	17	-1	1	-2
Cc1ccc(C(=O)NC(=S)Nc2ccccc2C(F)(F)F)cc1	18	-3	-6	19	-4	11	-2	19
COC(=O)c1cc(S(=O)(=O)NCC2CCN(Cc3cccc(F)c3)CC2)c[nH]1	-4	-4	4	0	4	1	-8	7
CCOCC(=O)Nc1ncc(S(=O)(=O)c2ccc([N+](=O)[O-])cc2)s1	-2	2	16	-14	15	-2	0	1
CSc1ncccc1C(=O)OCC(=O)Nc1ccc(S(=O)(=O)N2CCCC2)cc1	11	-8	-6	-7	-20	-8	-2	0
CCCCOC(=O)c1cccc(NC(=O)CC)c1	1	-7	4	-2	-21	5	-20	2
C=CCNC(=S)NNC(=O)c1ccc(OCC(C)C)cc1	-4	-7	16	-11	11	-5	-5	10

Some of the entries so far, with two lines to a compound.
Every second line gives: Apaf1 inhib, SENP8 inh, Jurkat NFkB inh, EBI2 antag, 697 NFkB inh, UBC13 inh, Gli-Sufu block, CCR6 antag
CCOc1ccc(NC(=O)CCN2C(=S)NC(C)(C)CC2C)cc1 (centres undefined)
 : -10, 6, -5, 0, 7, -2, -11, -3
CC(C)CNS(=O)(=O)c1ccc(CCC(=O)N2CCN(Cc3ccc4c(c3)OCO4)CC2)cc1
 : 10, -6, 8, -6, -87, -9, 26, 15

(further entries)
SMILES	Apaf1 inhib	SENP8 inh	Jurkat NFkB inh	EBI2 antag	697 NFkB inh	UBC13 inh	Gli-Sufu block	CCR6 antag
CCOc1ccc(CNC(=S)N/N=C/c2ccc(OC)c(OC)c2)cc1	-6	-2	-2	22	-30	-5	-1	10
Cc1ccccc1-c1noc(C23CC4CC(CC(C4)C2)C3)n1	12	-13	-17	0	3	-24	0	8
CCCc1cc(O)c2c(C)cc(=O)oc2c1	5	1	-4	1	6	23	3	-13
CCCc1ccc(OCC(O)CN2CCN(c3ccccc3)CC2)cc1 (centres undefined)	12	1	4	21&36	-9	8	8&-1	-1&4
Cc1ccc(NC(=O)COC(=O)c2cc(Cl)ccc2[N+](=O)[O-])cc1	9	-2	10	-5	-6	8	1	-1
Cc1nc2ccc(S(=O)(=O)NC(C(=O)NCc3ccco3)C(C)C)cc2s1 (centres undefined)	-3	-5	0	-4	4	0	2	1
O=C(O)CCC(=O)OCCc1cc2ccccc2c(=O)o1	0	-9	2	2	-7	-18	-15	0
Cc1ccc(N2C(=O)C3C4C=CC(CNC(=S)Nc5cccc(Cl)c5)(O4)C3C2=O)cc1 (centres undefined)	18	0	-2	1	-44	-13	-4	15
COc1ccc(C)cc1NC(=O)C1CCN(S(=O)(=O)c2ccc3c(c2)C(C)(C)C(=O)N3C)CC1	14	-4	4	4	4	1	9	12
CCCCN(Cc1cc2ccccc2[nH]c1=O)C(=O)c1ccccn1	7	-7	-16	1	12	-3	0	-2
CCCn1c(C(C)Nc2nc(-c3ccc(Cl)c([N+](=O)[O-])c3)cs2)nc2ccccc21 (centres undefined)	8	5	11	-1	0	-20	5	2
CSCCC(NS(=O)(=O)c1cccs1)C(=O)NCc1ccc(C)cc1 (centres undefined)	13	1	-7	-11	-8	-6	-5	8
CC(=O)Nc1cccc(C(=O)/C=C/c2ccc(C)cc2)c1	2	-18	-8	-33	25	4	-18	15

Only EBI2 antag and CCR6 antag (3 entries from above):
molecule	EBI2 antag	CCR6 antag
Cc1ccc(N2C(=O)C3C4C=CC(CNC(=S)Nc5cccc(Cl)c5)(O4)C3C2=O)cc1 (centres undefined)	1	15
CCCc1cc(O)c2c(C)cc(=O)oc2c1	1	-13
O=C(O)CCC(=O)OCCc1cc2ccccc2c(=O)o1	2	0
